HGIII-sPLA2 inh: human group III sPLA2 inhibitors, primary screen, biochemical, QFRET, BODIPY PC-A2 liposome substrate. QFRET BODIPY PC-A2 liposome hydrolysis, fluorescence. Group 3 secretory phospholipase A2 (Homo sapiens), Q9NZ20. inhibition, % at 12.2 µM. 370,000 compounds, 0.56% hits;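 active means inhibition above mean plus 3 SD of compounds lying within the high and low control bounds, cut at about 19% in these data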;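 further: 0% = median of test compound wells and 100% = no enzyme DMSO wells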
DDE Tn6 FP inh: inhibitors of Tn6 peptide binding to fibrin DD(E), primary screen, biochemical, fluorescence polarization, human fibrin, Tn6 probe. Fibrinogen beta chain (Homo sapiens), P02675. Fibrin DD(E) TRITC-Tn6 fluorescence polarization displacement. inhibition, % at 8.3 µM. 370,000 compounds, 0.21% hits. AID 720509, 2013;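 active means inhibition above a per-campaign cutoff: mean of compounds within control limits plus 3 SD, cut at about 15% in these data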;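 further: 0% = median of all compound wells on the plate and 100% = blocking peptide control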
ASAP1 inh: inhibitors of human ASAP1 ArfGAP activity, primary screen, biochemical, fluorescence polarization; Arf-GAP with SH3 domain, ANK repeat and PH domain-containing protein 1 (Homo sapiens), …; ASAP1-stimulated ARF1 GTP hydrolysis, GDP FP detection; inhibition, % at 16.5 µM; 360,000 compounds, 0.19% hits; AID 624377, 2012; in the data active means inhibition above about 25%;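 further: 0% = vehicle with enzyme and substrate and 100% = no enzyme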
ADAM10 inh: human ADAM10 inhibitors, primary screen, biochemical, QFRET, HTS; Disintegrin and metalloproteinase domain-containing protein 10 (Homo sapiens), O14672; inhibition, % at 7 µM; 370,000 compounds, 0.62% hits; recombinant ADAM10, EDANS/DABCYL FRET peptide cleavage, 3 h;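 active means inhibition above a per-campaign cutoff equal to the mean of compounds falling between control-based bounds plus 3 SD, cut at about 20% in these data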;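 further: 0% = DMSO wells while the 100% control is not disclosed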
GAA850 FXN act: FXN promoter activators, primary screen, cell-based, luciferase luminescence, HEK293 lucGAA850; HEK293 lucGAA850 FXN promoter luciferase reporter, 24 h; percent of 10 µM SAHA response; activation, % at 6 µM; 360,000 compounds, 0.56% hits;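 active means activation above the average of all compounds screened plus 3 SD, cutoff fixed separately per campaign, cut at about 7.5% in these data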;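 further: 0% = DMSO wells and 100% = 10 µM SAHA wells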
GC-B act: human GC-B receptor activators, primary screen, HEK293 GC-B cells, cGMP TR-FRET, EC30 CNP; Atrial natriuretic peptide receptor 2 (Homo sapiens), P20594; 0% at EC30 CNP, 100% saturating CNP; activation, % at 10 µM; 370,000 compounds, 0.11% hits; AID 1920062, 2024;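 active means activation at 10 µM reaching about 35% in either raw or pattern-adjusted values, limit read from the data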
Target sequence (P20594 whole entry, looked up): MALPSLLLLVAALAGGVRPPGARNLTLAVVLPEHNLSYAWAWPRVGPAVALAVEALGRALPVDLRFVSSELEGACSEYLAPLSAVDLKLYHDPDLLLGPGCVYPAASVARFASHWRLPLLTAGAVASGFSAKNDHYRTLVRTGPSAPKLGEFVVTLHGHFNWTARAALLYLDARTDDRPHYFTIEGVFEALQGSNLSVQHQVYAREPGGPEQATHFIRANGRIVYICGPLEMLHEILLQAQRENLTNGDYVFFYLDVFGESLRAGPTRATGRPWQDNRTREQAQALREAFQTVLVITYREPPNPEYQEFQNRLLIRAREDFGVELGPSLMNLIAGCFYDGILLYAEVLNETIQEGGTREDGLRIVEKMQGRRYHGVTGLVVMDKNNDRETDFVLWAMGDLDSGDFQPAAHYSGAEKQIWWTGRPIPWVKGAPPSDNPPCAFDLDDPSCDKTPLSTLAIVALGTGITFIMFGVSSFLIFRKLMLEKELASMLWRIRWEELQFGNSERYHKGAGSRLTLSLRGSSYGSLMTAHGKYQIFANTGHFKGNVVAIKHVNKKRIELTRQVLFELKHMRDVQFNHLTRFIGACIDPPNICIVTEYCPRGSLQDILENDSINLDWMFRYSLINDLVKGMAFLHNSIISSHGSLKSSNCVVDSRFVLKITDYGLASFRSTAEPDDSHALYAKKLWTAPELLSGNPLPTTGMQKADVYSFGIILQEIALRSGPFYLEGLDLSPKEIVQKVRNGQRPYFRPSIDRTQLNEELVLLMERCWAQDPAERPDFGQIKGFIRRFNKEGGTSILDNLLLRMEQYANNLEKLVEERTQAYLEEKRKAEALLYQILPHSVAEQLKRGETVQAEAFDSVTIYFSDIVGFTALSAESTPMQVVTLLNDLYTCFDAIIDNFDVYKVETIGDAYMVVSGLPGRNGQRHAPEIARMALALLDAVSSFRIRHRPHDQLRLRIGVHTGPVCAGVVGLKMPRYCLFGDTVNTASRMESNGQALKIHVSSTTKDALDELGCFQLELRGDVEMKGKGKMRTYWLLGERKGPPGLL
proKLK7 act: proKLK7 zymogen activators, primary screen, biochemical, fluorescence intensity. Kallikrein-7 (Homo sapiens), P49862. purified proKLK7, EDANS-DABCYL substrate fluorescence; 100% is mature enzyme control, 0% vehicle. activation, % at 7 µM. 370,000 compounds, 0.9% hits. AID 652039, 2013;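 active means activation above the mean of all tested compounds plus 3 SD, computed per campaign excluding outliers beyond control limits, cut at about 13% in these data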
NPR1 activator: GC-A stimulated cGMP production enhancers – HEK293 GC-A cells, cGMP TR-FRET, EC30 ANP, primary screen; 370,000 compounds, 0.14% hits; 0% at EC30 ANP, 100% saturating ANP; activation, % at 10 µM; AID 1671463, 2021; in the data active means activation above about 40%
ARFGAP1 inhibitor: inhibitors of rat ARFGAP1 GAP activity, primary screen, biochemical, fluorescence polarization, GDP tracer; ADP-ribosylation factor GTPase-activating protein 1 (Rattus norvegicus), Q62848; inhibition, % at 16.5 µM; AID 651572, 2012; 360,000 compounds, 0.26% hits; Arfgap1-stimulated ARF1 GTP hydrolysis, GDP FP detection;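 active means inhibition above a per-plate limit, mean inhibition of low control wells plus 3 SD, cut at about 25% in these data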;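 further: 0% = DMSO wells with enzyme and 100% = wells lacking Arfgap1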
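Assay system: Rat Arfgap1 GAP domain (His6, aa 1-136), purified enzyme | Buffer or medium: HEPES 25 mM pH 7.5, NaCl 150 mM, MgCl2, DTT | Schedule: GTP hydrolysis reaction 2 h at 25 °C | Signal: FP of antibody-bound GDP Alexa 633 tracer, ex 620/em 688 nm | Measure: Percent inhibition of Arfgap1-stimulated GTP hydrolysis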
rCAG RNA binder: binders of r(CAG) RNA repeats, primary screen, biochemical, fluorescence. r(CAG) RNA repeat, TO-PRO-1 dye displacement fluorescence. 370,000 compounds, 1.3% hits. inhibition, % at 3 µM;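 active means inhibition above the plate cutoff, the mean of all test compounds on that plate plus 3 SD, cut at about 35% in these data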;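 further: 0% = DMSO alone and 100% = 100 µM mitoxantrone as full dye displacement; higher means more dye released from RNA so lower well fluorescence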
Starred values were filed as active, the others as inactive; i = inactive; · = not tested or not shown.

SMILES	HGIII-sPLA2 inh	DDE Tn6 FP inh	ASAP1 inh	ADAM10 inh	GAA850 FXN act	GC-B act	proKLK7 act	NPR1 activator	ARFGAP1 inhibitor	rCAG RNA binder
COc1ccccc1Nc1nnc(SCC(=O)N2CCCC2=O)s1	2	0	-1	-10	0.0	0	0.5	-5	0	-1
C=CCNC(=O)C1CC(=O)N(c2ccc(OCC(=O)Nc3ccccc3)cc2)C1 (stereo not drawn)	4	-5	-1	4	4.7	-4	0.5	4	6	-3
Nc1nnc(SCC(=O)Nc2nccs2)s1	2	11	-1	2	2.3	0	0.6	3	-8	2
C#CCOCCOCCOCCNc1nc(N2CCN(C(=O)Cn3cc(CCCCN)nn3)CC2)nc(N2CCN(C(=O)[C@H]([C@@H](C)CC)n3cc(CCCCN)nn3)CC2)n1	-1	3	12	-2	1.1	5	-0.1	0	-10	-1
CCc1nc2ccc(C(=O)NCc3ccco3)cc2nc1CC	-3	10	0	-2	1.7	-7	0.0	0	-7	-2
CC1(C(=O)Nc2ccccc2)CCN1C(=O)Cc1ccc(-c2ccccc2)cc1 (stereo not drawn)	2	-3	-10	-6	-1.1	-1	-0.1	2	0	2
Cc1cccc(-n2ncc3c(NCc4cccnc4)ncnc32)c1	-1	11	-1	-6	4.4	4	0.3	0	5	-1
CN(C)/C=N/C(=S)Nc1ccc(Cl)c(Cl)c1	12	1	-4	6	3.3	2	0.5	-4	3	-1
CCSC(=O)N1c2ccc(OC)cc2C=CC1C#N (stereo not drawn)	-21	-6	-6	i	0.0	-4	1.6	-1	-3	7
CCc1c(Cc2cccc(F)c2)ncn1CCc1ccccc1OC	-5	-5	-4	-2	·	4	0.1	-4	6	-1
COc1ccc(C(CNC(=O)CCNS(=O)(=O)c2ccc(C)cc2)N2CCOCC2)cc1 (stereo not drawn)	1	3	-12	-7	0.9	-1	0.3	-2	3	-3
COc1cccc(C(O)c2ncc(-c3ccccc3Cl)[nH]2)c1 (stereo not drawn)	-6	1	0	2	1.0	8	0.0	-1	12	2
O=C1C=C(NCc2ccc(Cl)c(Cl)c2)C2(CCCCC2)O1	-9	-1	3	3	-0.3	-8	0.5	-5	-12	-2
CC(=O)Nc1ccc(NC(=O)[C@@H](NC(=O)c2ccccc2F)C(C)C)cc1	8	10	1	7	-0.4	6	1.0	0	-3	-2
CC1(NC(=O)c2cccc(S(=O)(=O)N3CCN(c4ccccc4)CC3)c2)CCS(=O)(=O)C1 (stereo not drawn)	5	-1	-7	-6	-0.7	3	0.6	2	1	5
Nn1cnnc1SCC(=O)Nc1ccc2c(c1)OCCO2	-5	-3	2	0	0.9	4	-0.1	-3	4	-2
COc1ccc(NC(=O)CCOc2ccccc2)cc1	-11	-4	3	5	3.4	3	0.0	4	4	2
CC(C)Oc1ccc(F)cc1-c1cc(C(=O)N2CCc3ccccc3C2)[nH]n1	-7	1	8	3	-0.1	-7	0.4	3	-16	1
CC1(OC(=O)C2CCCC2)C(=O)C=C2C=C(c3ccsc3)OC=C2C1=O (stereo not drawn)	-3	0	-3	1	0.7	-3	0.6	-4	-7	52*
COc1cc(NC(=O)C2CCN(c3nnc(-n4cccc4)s3)CC2)cc(OC)c1	-24	0	·	4	·	2	0.0	0	·	7
O=C(c1ccc(F)cc1)C1CCN(CCCn2c(=O)[nH]c3ccccc32)CC1	-11	3	2	-5	·	-8	1.1	-20	-13	0
CC(C)(C)NC(=O)C(c1ccncc1)n1c(=O)c(-c2ccco2)nc2ccccc21 (stereo not drawn)	-7	-1	2	-116	·	-5	3.0	-1	-2	19
COc1ccccc1C(=O)N1[C@@H](C(C)C)COc2cc(Br)ccc2S1(=O)=O	3	2	7	7	0.6	-2	-0.4	-6	4	5
Cc1ccc(C(=O)N2CCCCC2)cc1S(=O)(=O)N1CCOCC1	5	-6	13	-6	3.5	-1	0.5	7	4	-3
O=C(CC1C(=O)NCCN1Cc1c(F)cccc1Cl)NCCc1ccccn1 (stereo not drawn)	6	7	6	-7	0.1	5	-0.3	7	-6	-3

The final 2 compounds of the section before come first, to join the parts.
SMILES	HGIII-sPLA2 inh	DDE Tn6 FP inh	ASAP1 inh	ADAM10 inh	GAA850 FXN act	GC-B act	proKLK7 act	NPR1 activator	ARFGAP1 inhibitor	rCAG RNA binder
Cc1ccc(C(=O)N2CCCCC2)cc1S(=O)(=O)N1CCOCC1	5	-6	13	-6	3.5	-1	0.5	7	4	-3
O=C(CC1C(=O)NCCN1Cc1c(F)cccc1Cl)NCCc1ccccn1 (stereo not drawn)	6	7	6	-7	0.1	5	-0.3	7	-6	-3
O=C(NC(=S)Nn1cnnc1)c1ccccc1Br	-6	0	5	0	-0.6	-3	-0.1	2	-3	0
O=C(NCCC(=O)N(Cc1ccco1)Cc1cccs1)c1ccc([N+](=O)[O-])cc1	3	-3	-3	4	1.1	2	0.3	0	7	0
Cc1cccc(C(=O)Nc2ccc(C(=O)Nc3ccc(O)cc3)cc2)c1	-26	-1	-1	-20	-2.6	-8	0.3	-3	4	5
CCN(CC)CCCN(C(C)=O)c1nc(-c2cc(OC)ccc2OC)cs1	-7	0	-3	3	3.4	-11	-0.1	-6	-9	-2
COc1ccc(C(=O)NCCCN2CCCC2=O)cc1	1	4	16	-1	-0.3	3	0.0	2	6	-1
O=S(=O)(/C=C/c1ccccc1)Oc1ccccc1	-8	2	2	4	-6.6	-2	-0.1	-1	9	-3
O=C(NNS(=O)(=O)c1ccccc1F)c1sccc1-n1cccc1	1	3	-6	-2	1.4	1	-0.3	-2	6	2
O=C1/C(=C\Nc2ccc(OC(F)(F)F)cc2)CCN1c1ncccn1	2	2	-5	-3	0.1	-4	-0.3	1	14	-5
CCC[N+](CC#CCO)(CC#Cc1ccccc1)CCC	-2	7	-3	-1	-1.2	-7	0.1	0	-4	-2
CC(C)OCC(O)CN1CCN(CCN2C(=O)c3cccc4cccc(c34)C2=O)CC1 (stereo not drawn)	6	9	-7	-40	-0.2	-4	-0.1	2	4	-4
O=[N+]([O-])c1cccc(/C=C2\CCc3cnn(C4CCS(=O)(=O)C4)c32)c1 (stereo not drawn)	5	-4	-6	-13	2.0	-1	0.2	2	14	1
COCCCNC1=C(C#N)C(=O)NC(c2cccs2)S1 (stereo not drawn)	2	-1	-4	14	-0.4	-1	-0.3	-2	5	7
O=C(Cc1n[nH]c(=O)[nH]c1=O)N/N=C/c1ccccc1	4	6	10	-3	1.8	4	0.2	3	-9	3
CC(C)CC1C(=O)N(Cc2cn(Cc3ccco3)nn2)CCS(=O)(=O)N1Cc1ccc(-c2cccc(N(C)C)c2)cc1 (stereo not drawn)	-25	4	18	-7	-1.3	0	-0.7	-12	3	18
CC(=O)Oc1ccc2c(C)cc(=O)oc2c1C(=O)c1ccccc1	-3	1	-6	-65	-1.0	0	10	-2	-2	1
COc1ccc(CC(=O)N2CCc3ccccc32)cc1	8	-8	7	2	5.5	4	0.4	2	13	3
C[C@@H]1CN([C@H](C)CO)C(=O)CCCn2nncc2CO[C@H]1CN(C)Cc1cccnc1	10	0	11	0	0.5	2	0.4	5	3	1
CCOC(=O)Nc1c(O)ccc2oc(C)c(-c3ccccc3)c12	-44	-5	-2	8	0.0	-4	0.2	-5	1	0
Cc1cc(C)c2oc(=O)cc(CN3CCN(Cc4ccccc4)CC3)c2c1	-5	5	-5	-3	-0.3	-6	-1.4	-7	-8	-3
O=S(=O)(Nc1cccc2c1CCCC2)c1ccc(Cl)cc1	-15	-5	9	6	2.0	-1	0.5	-4	6	-2
CC(=O)c1c(C)[nH]c(C(=O)CN2C(=O)NC(CCc3ccccc3)C2=O)c1C (stereo not drawn)	0	5	-8	0	0.0	1	0.1	0	-2	6
CCC(=O)Nc1nonc1-c1nc2ccccc2n1Cc1ccccc1	0	-4	4	-5	5.4	23	0.2	21	11	5
O=C(O)c1ccccc1C(=O)NNc1cccc(Cl)n1	7	-3	4	-1	3.8	0	0.5	-1	-1	0
Cc1nn(S(=O)(=O)c2ccc(Br)cc2)c(C)c1S(=O)(=O)N1CCOCC1	7	-3	-6	4	-1.8	6	0.3	0	-4	3
COC(=O)C1=C(C(=O)OC)[C@@]2([C@H](Cc3ccc(C)cc3)Nc3ccccc3)C=C[C@@H]1O2	-1	9	·	8	·	-27	·	-35	·	·
The results go on.
SMILES	HGIII-sPLA2 inh	DDE Tn6 FP inh	ASAP1 inh	ADAM10 inh	GAA850 FXN act	GC-B act	proKLK7 act	NPR1 activator	ARFGAP1 inhibitor	rCAG RNA binder
COc1ccc(CC(=O)N/N=C(\C)c2cccs2)cc1OC	-2	-2	-8	0	1.2	-8	-0.2	1	-16	-5
O=c1cc(CN2CCc3ccccc32)c2ccc(O)cc2o1	-14	-7	11	-401	3.2	-1	19*	9	-4	10
O=C(N/N=C/c1cc(Br)cs1)c1c[nH]c2ccccc12	1	-11	-4	-3	-1.9	4	0.3	3	8	6
CC1CCCC1/C(=N/O)c1ccccc1 (stereo not drawn)	0	4	-2	1	1.6	-5	-0.1	2	2	2
CCCCCCn1c(COc2ccccc2F)nnc1SCC(=O)N1c2ccccc2NC(=O)C1(C)C	-22	-2	0	9	-4.6	-5	0.5	-10	-4	0
CCCNC(=O)NC(=O)COC(=O)c1ccc(S(=O)(=O)N(C)c2ccccc2OC)cc1	-12	-8	-10	-2	2.6	1	0.5	1	-10	-3
O=C1NC(=O)C2(N1)C(=O)c1cccc3cccc2c13 (stereo not drawn)	-472	39*	-19	-91	-0.2	-1	3.9	3	-4	-73
CCOC(=O)c1c(C)[nH]c(C(=O)Nc2cc(OCC)c(N3CCOCC3)cc2OCC)c1C	6	8	-3	7	1.3	8	0.0	5	-13	1
O=C(/C=C/Nc1ccc(Nc2ccccc2)cc1)c1cccs1	9	-4	6	2	5.3	-4	0.1	0	-2	5
Cc1nn(Cc2ccccc2)c(C)c1/C=N/NC(=O)c1ccccc1O	-8	-6	3	2	1.1	-1	0.3	1	-6	2
CC1CCc2sc3nc(N4CCN(CCO)CC4)n4ncnc4c3c2C1 (stereo not drawn)	1	1	-9	-7	7.9*	2	-0.1	15	-3	-7
Cc1cc(NC(=O)Nc2cc(C)nn2-c2ccccc2)n(-c2ccccc2)n1	2	-1	-1	6	-1.8	-6	-0.1	-7	-4	-4
Cc1cc(=O)[nH]c(NCc2ccc(Cl)cc2)n1	-2	-7	5	4	0.8	-5	0.1	-1	0	1
O=C(c1ccc(SCc2ccco2)c([N+](=O)[O-])c1)N1CCOCC1	3	-13	-5	-9	0.1	10	0.2	1	1	-3

Compound activity deposited in PubChem BioAssay by several laboratories.
